# Screens (PubChem)
# All columns: NCI-60 one-dose screen, growth in % after 48 h at 10 µM unless noted; 100 = growth as untreated, 0 = no growth, -100 = all killed.
# EKVX = EKVX NSCLC; hit rate 3% among 71,000
# HOP-92 = HOP-92 NSCLC cells | hit rate 6.3% among 71,000 | AID 1794738
# A549/ATCC = A549/ATCC NSCLC; AID 1794740; hit rate 3.7% among 81,000
# UACC-257 = UACC-257 melanoma; hit rate 4.4% among 78,000
# SK-MEL-28 = SK-MEL-28 melanoma | hit rate 4.1% among 81,000 | AID 1794761
# UACC-62 = UACC-62 melanoma | hit rate 5.4% among 81,000 | AID 1794756
# M14 = M14 melanoma; hit rate 6.2% among 80,000
# SK-MEL-5 = SK-MEL-5 melanoma. hit rate 6.4% among 80,000. AID 1794755
# Starred values were filed as active, the others as inactive; . = no result given; & = joins results of further samples. How the source made its calls: active means growth percent below 10; inactive means the rest.
# Every second line gives: UACC-257	SK-MEL-28	SK-MEL-5	M14	UACC-62	EKVX	A549/ATCC	HOP-92
Cc1ccc(S(=O)(=O)c2nc(S(C)(=O)=O)sc2N2CCNCC2)cc1
→ 80	108	101	80	87	98	80	131
CCCCCCCCN(CCCCCCCC)CC(O)c1ccc2cc(Cl)c3ccccc3c2c1 (stereo not drawn)
→ 93	121	111	103	101	108	85	106
N/C(=N\c1nc2c(Cl)cc(Cl)cc2s1)C(Cl)(Cl)Cl
→ 78	55	87	93	40	13	-13*	46
O=C1CCC23OC(O)C(O)C2C(O)c2ccccc2N13 (stereo not drawn)
→ 113	112	112	103	100	104	99	103
O=C1NC(=O)/C(=C\c2ccccc2)C2=C1CCCC2
→ -65*	36	-79*	36	30	95	.	.
CC(=O)Nc1cc(OC(C)=O)nc2c1CCC2
→ 106	105	100	.	96	101	100	89
O=C(O)CSCc1nc2ccccc2[nH]1
→ 111	105	108	97	94	117	110	.
CCCCN(C1CCN(Cc2ccc(F)cc2)CC1)S(=O)(=O)N[C@@H](C(=O)OC)C(C)C
→ 110	117	107	92	103	100	97	95
CCOC(=O)C/C(=N\Nc1cc(=O)[nH]c2cc(C)ccc12)C(=O)OCC
→ 109	117	101	105	87	107	106	92
COc1cc(OCc2ccccc2)c(CC(=O)O)c([N+](=O)[O-])c1
→ 103	95	93	109	106	102	100	95
COc1cc(-c2ccc(NC(=O)NCN3CCOCC3)c(OC)c2)ccc1NC(=O)NCN1CCOCC1
→ 95	101	99	101	97	100	97	75
CC(=O)Nc1ccc2c(c1)Cc1c-2cc(Cl)c(NC(C)=O)c1Cl
→ 100	114	99	111	96	81	.	.
C[C@H](COc1ccccc1)N(CCCl)Cc1ccccc1
→ 76&109	101&109	71&101	91&98	78&96	88&96	74&97	94&125
COc1ccc(-c2nc(SCC(C)C)nc(NNC(N)=S)c2C#N)cc1
→ 104	111	83	118	85	97	90	67
COc1ccc(-n2nc(C(=O)NN)cc2-c2ccc(Cl)cc2)cc1
→ 95	98	95	87	87	71	98	54
CCCOC(=S)Nc1ccc(S(=O)(=O)Nc2ccc(Cl)nn2)cc1
→ 107	105	99	108	96	105	107	27
CCCN1CCN(c2ccc3nc(-c4ccc5nc(-c6ccc(C(F)(F)F)cc6)[nH]c5c4)[nH]c3c2)CC1
→ 96	-95*	37	-59*	73	-34*	-65*	63
O=C(OC(OC(=O)c1cc(Cl)cc(Cl)c1)c1cccc2ccccc12)c1ccccc1 (stereo not drawn)
→ 96	111	102	101	86	98	93	101
Cc1ccc(-c2cc(NC(=S)NC(=O)c3cccs3)n[nH]2)cc1
→ 106	112	104	117	101	102	100	.
C#C[C@]1(O)CC[C@H]2[C@@H]3CC=C4c5sc(-c6cccc(C)c6)nc5CC[C@]4(C)[C@H]3CC[C@@]21C
→ 59	56	82	59	77	68	75	50
C#CCOc1ccc(C2=NN(CC(C)C)C3N=C(Cl)c4ncn(CC(C)C)c4N23)cc1OCC#C (stereo not drawn)
→ 88	92	88	87	61	83	76	78
O=C(NCc1cccnc1)c1ccc([N+](=O)[O-])o1
→ -7.7*	17	4.5*	-81*	-68*	62	-11*	.
Cc1c(-c2ccc3c(c2)OCO3)no[n+]1[O-]
→ 108	117	105	112	105	90	94	.
CCCCCCCCN(Cc1ccccc1)CC(O)c1ccncc1 (stereo not drawn)
→ 106	106	99	98	100	95	98	72
CNCC[C@@H](Oc1ccccc1)c1ccccc1
→ 100	100	108	105	101	108	101	101
COc1ccc2c(c1)C(=O)/C(=C/c1cccc(OCC(=O)c3ccccc3)c1)CC2
→ 92	106	39	92	70	76	.	.
CCN(CC)CCNC1CC(C)CC(C)(C)C1 (stereo not drawn)
→ 90	102	95	105	101	.	101	.
S=P(N1CC1)(N1CC1)N1CC1
→ 88&107	116&131	93&97	60&96	72&100	90&107	70&103	100
CN(C)c1ccc2[nH]c3c(C(N)=O)cc(=O)c(=O)c=3oc2c1
→ 91	86	.	61	63	100	34	.
c1ccc(Nc2nnc(-c3ccccc3)c3c(-c4ccccc4)onc23)cc1
→ 82	86	.	46	60	77	62	81
Clc1ccc(CN2CCO[C@H](CSc3ccccc3)C2)cc1
→ 108	.	100	107	106	104	100	98
O=C(NO)/C(CC(=O)c1ccc(O)cc1)=N\O
→ 119	111	103	122	102	111	122	103
COc1cccc(-c2cc(-c3ccc(NC(=O)c4ccc(C)cc4)cc3)[nH]c(=O)c2C#N)c1
→ 101	100	98	104	94	97	101	88
O=S(=O)(c1ccc(F)cc1)N1CCN(c2nccc(-c3c(-c4cccc(F)c4)nc4sccn34)n2)CC1
→ 92	115	75	91	79	87	81	79
CC(C)=NNC(N)=O
→ 103	103	92	90	101	.	93	87
CN(C)c1cccc2c(S(=O)(=O)N[C@H]3CC[C@H]4[C@@H]5CCc6cc(O)ccc6[C@H]5CC[C@]34C)cccc12
→ 53	55	42	31	50	.	19	.
C=CCn1c(SCC(=O)Nc2ccc(C(=O)/C=C/c3ccc(OC)c(OC)c3)cc2)nnc1-c1c[nH]c2ccccc12
→ 118	104	93	.	92	99	108	97
Cc1ccc2c(c1)SC1=NC=C(C(=O)NNC(=O)c3ccncc3)[C@H](c3ccccn3)N12
→ 104	.	.	83	.	71	84	83
CCOc1ccc(C(C)Oc2ccc(C(=O)NS(=O)(=O)C(C)(C)C)cc2C(F)(F)F)nc1 (stereo not drawn)
→ 102	108	99	106	99	100	103	110
C1CC1C(=NN=C(C1CC1)C1CC1)C1CC1
→ 97	106	99	111	104	104	107	129

# An excerpt from above in order of length of the SMILES, descending.
# Every second line gives: UACC-257	SK-MEL-28	SK-MEL-5	M14	UACC-62	EKVX	A549/ATCC	HOP-92
CCOc1ccc(C(C)Oc2ccc(C(=O)NS(=O)(=O)C(C)(C)C)cc2C(F)(F)F)nc1 (stereo not drawn)
→ 102	108	99	106	99	100	103	110
O=C(NO)/C(CC(=O)c1ccc(O)cc1)=N\O
→ 119	111	103	122	102	111	122	103
S=P(N1CC1)(N1CC1)N1CC1
→ 88&107	116&131	93&97	60&96	72&100	90&107	70&103	100

# Filtered by structure: the compounds so far containing an aryl thioether with sulfur outside any ring.
# Every second line gives: UACC-257	SK-MEL-28	SK-MEL-5	M14	UACC-62	EKVX	A549/ATCC	HOP-92
COc1ccc(-c2nc(SCC(C)C)nc(NNC(N)=S)c2C#N)cc1
→ 104	111	83	118	85	97	90	67
Clc1ccc(CN2CCO[C@H](CSc3ccccc3)C2)cc1
→ 108	.	100	107	106	104	100	98
C=CCn1c(SCC(=O)Nc2ccc(C(=O)/C=C/c3ccc(OC)c(OC)c3)cc2)nnc1-c1c[nH]c2ccccc12
→ 118	104	93	.	92	99	108	97

# (listing goes on)
# Every second line gives: UACC-257	SK-MEL-28	SK-MEL-5	M14	UACC-62	EKVX	A549/ATCC	HOP-92
COC(=O)c1nc(N)nc(C(=O)OC)c1C(=O)c1ccccn1
→ 102	113	101	104	101	95	105	88
CCCC(/C=C/C(C)C)(C(=O)OCC)C(=O)OCC
→ 105	113	100	101	104	.	98	.
Cc1ccc(C2=NN(C(=O)c3ccc(S(N)(=O)=O)cc3)C(c3ccc(C)cc3)C2)cc1 (stereo not drawn)
→ 103	100	97	104	90	89	96	80
O=C(NCCNc1cc(-c2cn(-c3ccccc3)nc2-c2cccc(O)c2)ccn1)c1cccc(O)c1
→ .	92	59	63	68	59	53	.
COc1cnc2c(c1)C(=O)c1c-2n(CCCNC2=NCCS2)c(=O)c2cc(Cl)ccc12
→ .	91	39	-70*	-77*	-36*	-90*	78
CC(C)COCC(O)CCl (stereo not drawn)
→ 99	108	107	107	101	.	101	61
CCNNC(=O)[C@@H]1[C@H](c2cc(OC)c(OC)c(OC)c2)c2cc3c(cc2[C@H](O)[C@H]1CO)OCO3
→ 53	55	-39*	-20*	50	45	10.0*	9.2*
O=C(O)C1C(c2ccccc2)c2ccccc2C(O)C1CO (stereo not drawn)
→ 99	111	107	99	95	119	111	89
NCC(Cc1ccccc1)c1ccccc1 (stereo not drawn)
→ 102	115	102	97	99	105	103	.
COc1cc(/C=C2\Oc3cc(OCC(=O)c4ccc([N+](=O)[O-])cc4)ccc3C2=O)cc(OC)c1OC
→ 108	102	101	113	98	119	114	82
O=C(O)C1=Nc2ccccc2/C1=C\c1sc(=O)[nH]c1S
→ 100	122	95	102	92	95	101	90
O=C1/C(=C/C(Cl)=C/c2ccccc2)SC(=S)N1CCS(=O)(=O)O
→ 104	111	102	98	97	108	98	110
CCNC1=C(Cl)C(=O)c2ccccc2C1=O
→ 81	126	44	101	95	112	90	97
CCCCN(C#N)c1ccccc1
→ 107	113	102	110	121	118	106	.
O=C(Nc1c(Br)cc2c(c1Br)Cc1ccccc1-2)C(Cl)Cl
→ 101	101	95	110	83	81	103	88
CSc1cc(SC)ncn1
→ 104	102	104	112	94	107	105	.
O=c1[nH]nc(-c2n[nH]c(=O)o2)o1
→ 106	107	103	97	94	97	103	97
Cc1cc2nc3[nH]c4ccccc4c3nc2cc1C
→ .	90	89	101	90	79	87	67
C/C=C/CN(C)c1ccccc1
→ 88	123	.	84	89	100	91	78
Nc1ccccc1-c1nc2ccccc2[nH]c1=O
→ 105	116	100	99	99	87	110	88
COc1ccc2c(c1)c(-c1nonc1-c1c[nH]c3ccc(Br)cc13)cn2C
→ 65	61	57	21	38	32	28	76
COCC(C)OC(=O)c1ccccc1 (stereo not drawn)
→ 106	104	109	100	110	97	102	74
CCOC(=O)C1C(C)=CC(=O)CC1C (stereo not drawn)
→ 96	97	104	101	99	95	97	106
CN(C)c1ccnc(CNCCSC2(c3ccccc3)c3ccccc3C=Cc3ccccc32)c1
→ -66*	-65*	-99*	-81*	-32*	-24*	0.8*	-17*
CNC(=O)c1cc(Oc2ccc(NC(=O)Nc3ccc(Cl)c(OC(F)(F)F)c3)c(F)c2)ccn1
→ 1.9*	14	.	4.3*	5.1*	26	25	29
O=C1NC(C2CC3C=CC2C3)Nc2ccccc21 (stereo not drawn)
→ 108	126	104	116	103	108	103	97
C=CCC(C(=O)O)(c1ccccc1)c1ccccc1
→ 92	107	103	104	106	98	84	117
O=C(O)CCCCCSc1nc(-c2ccccc2)cc(-c2ccccc2)n1
→ 100	109	100	108	96	101	106	101
COc1cc(/C=C2\Cc3c(Br)cccc3C2=O)cc(OC)c1
→ 97	106	95	100	90	93	94	69
COc1cccc(NC(=O)c2cccc(-c3cc(=O)c4c(OC)c(OC)c(OC)cc4o3)c2)c1
→ 92	73	64	74	62	81	63	42
COc1cc([N+](=O)[O-])c2ncccc2c1O
→ 48	29	-59*	-24*	16	105	-17*	79
COc1ccc(/C=C2/SC(=O)N(CC(=O)N3CCN(c4cc5c(cc4F)c(=O)c(C(=O)O)cn5C4CC4)CC3)C2=O)cc1
→ 92	107	101	103	97	114	92	113
CCOC(=O)c1nn(-c2ccc([N+](=O)[O-])cc2)c(=N/N=C(\C)c2c(O)c(OC)c3occc3c2OC)s1
→ 111	107	100	99	92	95	108	93
CCN(CC)CCOC(=O)c1ccc(NC(=O)Nc2cccc(Cl)c2)cc1
→ 91	106	101	103	102	99	91	85
COc1cc(/C=N/Nc2ncnc3c2c(C)nn3-c2ccc(F)cc2)cc(OC)c1OC
→ 100	99	85	97	.	90	101	60
N#CCCn1cnc2c(N)ncnc21
→ 102	107	113	102	97	104	100	.
Cc1cc2nc3c4cc(N)ccc4n(CCN(C)C)c3nc2cc1C
→ 12	13	22	7.1*	6.4*	17	5.3*	38
O=C1NC(c2ccccc2)Cc2ccncc21 (stereo not drawn)
→ 108	106	109	108	96	107	95	114
O=C(Nc1ccc(Oc2cccc(F)c2)c(Cl)c1)c1ccnnc1
→ 80	97	58	89	63	65	64	.
O=C1c2ccc3c4c(ccc(c24)C(=O)N1CCNCc1ccccc1)C(=O)N(CCNCc1ccccc1)C3=O
→ 96	6.0*	-98*	-62*	-32*	-66*	13	.
O=C1CCCN1c1ccc([N+](=O)[O-])cc1
→ 100	89	.	106	91	75	79	.
CC1=CC(=O)NC2Sc3ccccc3N12 (stereo not drawn)
→ 113	105	107	94	91	82	118	76
CSc1ccccc1NC(=O)c1ccc2nn(/C(C#N)=C/c3ccccn3)nc2c1
→ -91*	-91*	-89*	-88*	-90*	-99*	0.1*	-24*
C/C(=C(/c1ccc(O)cc1)c1ccc(OCCN2CCCC2)cc1)c1ccccc1
→ -30*	-41*	-66*	-54*	-29*	62	49	30
CCN(CC)CCOC(=O)C(c1ccccc1)C1(O)CCCC(C)C1 (stereo not drawn)
→ 92	101	94	107	89	110	89	93
CCCCCCCCc1ccc(O)c(N)c1
→ .	113	97	102	88	96	77	94
CC(C)(C)C(CCc1ccc(Cl)cc1)N1CCN(C2CCCCC2)CC1 (stereo not drawn)
→ 51	83	46	32	47	70	25	45
Cc1ccc(=O)[nH]n1
→ 94&101	115&111	105&101	110&111	104&106	115&114	91&102	85
O=C(CC(CC(=O)c1ccccc1)c1ccncc1)c1ccccc1
→ 108	117	147	109	90	109	109	96
COc1ccc(/C=N/NC(=O)Cn2c(-c3ccc(S(C)(=O)=O)cc3)nc3cc(Cl)ccc32)cc1
→ 64	53	13	13	26	25	17	49
C=C(C)COC(=O)CC(C)=O
→ .	105	107	114	111	110	104	103
O=C1CNCCN1
→ .	105	101	105	.	101	93	105
Nc1n[nH]c2cccc(C#Cc3cccc(C(=O)Nc4ccc(Cl)c(C(F)(F)F)c4)c3)c12
→ 48	25	47	23	22	74	71	20
O=C(Nc1ccccc1)Oc1cc(Cl)c(Cl)cc1Cl
→ 103	109	100	103	75	100	93	.
CN(C)C(=O)OCc1nc2nc(Cl)nc(N3CCOCC3)c2[nH]1
→ 103	109	110	102	97	105	100	92
NC1=C(c2nn[nH]n2)C(c2ccccc2Cl)c2ccc3ccccc3c2O1 (stereo not drawn)
→ 85	76	58	61	71	91	83	70

# A stretch from the list above, for reference:
# Every second line gives: UACC-257	SK-MEL-28	SK-MEL-5	M14	UACC-62	EKVX	A549/ATCC	HOP-92
Cc1ccc(S(=O)(=O)c2nc(S(C)(=O)=O)sc2N2CCNCC2)cc1
→ 80	108	101	80	87	98	80	131
CCCCCCCCN(CCCCCCCC)CC(O)c1ccc2cc(Cl)c3ccccc3c2c1 (stereo not drawn)
→ 93	121	111	103	101	108	85	106
